Screening data from PubChem.
ADAM17 inh = inhibitors of human ADAM17. 370,000 compounds, 0.83% hits. inhibition, % at 6.95 µM. P78536. recombinant ADAM17, EDANS/DABCYL FRET peptide cleavage;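 active = inhibition above the mean of compounds lying between control limits plus 3 SD, set per campaign, cut at about 8.5% in these data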;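 note: 0% = DMSO-only wells as the low control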
Target sequence (P78536 215-824 limits assumed): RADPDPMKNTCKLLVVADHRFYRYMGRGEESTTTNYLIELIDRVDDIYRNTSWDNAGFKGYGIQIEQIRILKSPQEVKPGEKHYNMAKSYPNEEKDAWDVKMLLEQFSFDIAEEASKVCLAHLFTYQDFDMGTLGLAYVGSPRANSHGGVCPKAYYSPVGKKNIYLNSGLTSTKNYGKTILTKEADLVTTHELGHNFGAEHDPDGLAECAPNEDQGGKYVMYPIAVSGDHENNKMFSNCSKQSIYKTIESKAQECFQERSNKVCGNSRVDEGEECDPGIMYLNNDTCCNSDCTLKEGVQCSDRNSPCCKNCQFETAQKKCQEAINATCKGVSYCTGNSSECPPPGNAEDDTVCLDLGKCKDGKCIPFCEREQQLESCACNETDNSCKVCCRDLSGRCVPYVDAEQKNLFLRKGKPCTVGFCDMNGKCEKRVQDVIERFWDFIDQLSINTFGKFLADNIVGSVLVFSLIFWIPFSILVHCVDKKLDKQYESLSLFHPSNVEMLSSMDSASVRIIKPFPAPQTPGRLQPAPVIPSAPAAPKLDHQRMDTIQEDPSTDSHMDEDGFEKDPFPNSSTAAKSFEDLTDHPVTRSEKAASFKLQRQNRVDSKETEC
PG9 Ab binder = small molecules binding HIV-1 gp120 antibody PG9; inhibition, % at 6.7 µM; 360,000 compounds, 0.43% hits; AID 624416; TR-FRET gp120-PG9 antibody binding; in the data active = inhibition above about 8.5%
FXN GAA850 act = increases GAA850 frataxin promoter reporter activity; activation, % at 6 µM; 360,000 compounds, 0.56% hits; HEK293 lucGAA850 FXN promoter luciferase reporter, 24 h; percent of 10 µM SAHA response;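 active = activation above the average of all compounds screened plus 3 SD, cutoff fixed separately per campaign, cut at about 7.5% in these data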;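 note: 0% = DMSO wells and 100% = 10 µM SAHA wells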
hgDAF12 agonist = agonists of H. glycines DAF-12 nuclear receptor | HEK293 GAL4-hgDAF12 UAS-luciferase reporter, agonist luminescence; normalized to butyrate control | activation, % at 6.8 µM | 370,000 compounds, 1.8% hits;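 active = activation above a cutoff set at the mean of all screened compounds plus 3 SD, cut at about 10% in these data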;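 note: 0% = DMSO wells and 100% = sodium butyrate wells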
DAX1 inh-1 = DAX1 (NR0B1) inhibition, primary screen | 370,000 compounds, 1.1% hits | HEK293T StAR-luciferase reporter, SF-1/DAX-1 repression relief | inhibition, % at 6.8 µM | AID 652010;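 active = inhibition above the mean over all tested compounds plus 3 SD, cut at about 3.6% in these data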;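 note: 0% = DAX-1 cells with DMSO and 100% = cells lacking DAX-1 with DMSO; higher inhibition means more luminescence from relief of DAX-1 repression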
hcDAF12 agonist = activators of H. contortus DAF-12 nuclear receptor. HEK293 hcDAF-12 lit1-tk-luc reporter, luminescence; 0% DMSO, 100% Δ7-dafachronic acid. activation, % at 6.8 µM. 370,000 compounds, 1.4% hits. AID 652067;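 active = activation above the mean of all tested compounds plus 3 SD, cut at about 5.5% in these data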;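 note: 100% = response to 3 µM Δ7-dafachronic acid high control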
ssDAF12 agonist = activates DAF-12 receptor from parasite S. stercoralis; HEK293 ssDAF-12/GRIP1 lit1-tk-luc reporter, luminescence; % of 3 µM dafachronic acid response; activation, % at 6.8 µM; 370,000 compounds, 1% hits; AID 652126;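 active = activation above the mean over all tested compounds plus 3 SD, cut at about 0.9% in these data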;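 note: 0% = DMSO-only wells and 100% = 3 µM delta7-dafachronic acid wells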
ADAM10 inh = ADAM10 inhibition, QFRET primary screen; O14672; inhibition, % at 7 µM; recombinant ADAM10, EDANS/DABCYL FRET peptide cleavage, 3 h; 370,000 compounds, 0.62% hits; AID 720582;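 active = inhibition above a per-campaign cutoff equal to the mean of compounds falling between control-based bounds plus 3 SD, cut at about 20% in these data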;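 note: 0% = DMSO wells while the 100% control is not disclosed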
DAX1 inh-2 = NR0B1 (DAX1) inhibition. P51843. HEK293 Gal4-DAX1 luciferase reporter, luminescence. inhibition, % at 6.75 µM. 340,000 compounds, 0.99% hits. AID 504766;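 active = inhibition above the mean over all tested compounds plus 3 SD, cut at about 4.2% in these data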;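 note: 0% = DAX1-transfected cells with DMSO and 100% = empty-vector control cells with DMSO; inhibition shows as a rise in luminescence from relieved DAX1 repression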
Target sequence (P51843 207-470 limits assumed): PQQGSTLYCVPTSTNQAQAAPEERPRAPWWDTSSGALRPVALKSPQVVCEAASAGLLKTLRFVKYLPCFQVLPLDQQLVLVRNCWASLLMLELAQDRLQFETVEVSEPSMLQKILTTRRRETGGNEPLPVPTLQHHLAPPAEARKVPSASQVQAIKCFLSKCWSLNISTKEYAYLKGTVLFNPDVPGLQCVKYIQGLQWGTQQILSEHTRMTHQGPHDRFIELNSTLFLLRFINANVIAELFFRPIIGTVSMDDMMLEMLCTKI
NPR1 activator = GC-A (human) enzyme activation. AID 1671463. HEK293 GC-A cells, cGMP TR-FRET, EC30 ANP; 0% at EC30 ANP, 100% saturating ANP. 370,000 compounds, 0.14% hits. P16066. activation, % at 10 µM; in the data active = activation above about 40%
SMARCA2 act = increases SMARCA2 function in MMTV reporter cells. MG213 cells, MMTV-luciferase reporter, dexamethasone, overnight. activation, % at 9.1 µM. 370,000 compounds, 1% hits; in the data active = activation above about 7.8%;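 note: 0% = vehicle wells and 100% = reference activator wells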
* marks the source's active call; other numbers are inactive results; i = inactive; · = not tested or not shown.

Compound	ADAM17 inh	PG9 Ab binder	FXN GAA850 act	hgDAF12 agonist	DAX1 inh-1	hcDAF12 agonist	ssDAF12 agonist	ADAM10 inh	DAX1 inh-2	NPR1 activator	SMARCA2 act
COc1ccccc1S(=O)(=O)N1CCN(S(=O)(=O)c2ccccc2C#N)CC1	6	0.6	-1.1	1.3	0.1	-1.0	-1.6	10	-1.3	-3	-3
COc1ccc([N+](=O)[O-])cc1NC(=O)CCNC(=O)Cn1ccc2ccccc2c1=O	-3	0.4	2.5	0.7	0.0	-0.8	-1.3	-3	2.6	-3	-2
Cc1ccc2c(c1)N(C(=O)CCC(=O)NCCCN1CCOCC1)CC(C)O2 (stereo not given)	1	-1.4	-0.5	2.1	-0.1	-1.4	-1.0	-6	0.9	3	-1
COc1ccc(NC(=O)C2c3ccccc3OCC(=O)N2CC(F)(F)F)cc1 (stereo not given)	-3	-1.4	·	-1.5	0.7	-0.6	-1.1	-7	·	-1	-4
CCOC(=O)c1cc(-c2ccccc2)nc2nc(N3CCCCC3)sc12	-57	-0.4	1.7	0.4	-0.4	-2.9	-1.3	-195	-0.2	6	3
CCOC(=O)N1CCC(NC(=O)c2cc(-c3ccc(F)cc3)[nH]c2C)CC1	1	-2.2	-0.5	-1.3	-1.0	-1.2	-1.6	-18	-0.6	-3	-1
CC(OC(=O)c1cccc(-n2cnnn2)c1)C(=O)Nc1ccc(N(C)C)cc1 (stereo not given)	1	-6.7	-0.2	7.0	-1.1	0.2	-0.6	-3	-0.2	-2	2
COc1ccc(Cl)cc1NC(=O)CN(C)CC(=O)NCc1ccc(F)cc1	1	0.6	-2.4	1.3	-1.2	-1.9	-0.3	3	-1.0	-6	-3
CCCCOc1ccccc1Cn1c(=O)oc2ccc(C)cc21	0	-1.2	4.9	-0.6	0.7	-2.2	-1.2	3	0.6	-21	-3
CN(C)c1cccc(C(=O)NCCCn2ccc3ccccc32)c1	-11	-6.3	-0.8	0.3	0.1	-1.1	-0.3	-9	0.2	-4	4
Cc1ccc(C2CC(c3ccccc3)=NN2C(=S)Nc2ccccc2)o1 (stereo not given)	1	-9.7	0.3	5.6	-2.1	-0.6	-0.9	7	1.1	-8	0
O=C(Nc1ccccc1)OCCN1CCOCC1	5	-0.9	2.8	3.0	1.5	0.6	0.1	-1	1.4	1	-2
CS(=O)(=O)N(CC(=O)N1CCCCCC1)c1cc(Cl)ccc1Cl	-2	-1.2	-0.5	-0.9	0.3	-1.9	-1.5	-5	1.3	2	-1
Cc1cc(=O)oc2cc(NS(=O)(=O)c3ccccc3)ccc12	i	1.1	1.2	-2.4	0.2	-0.5	-1.1	i	-1.2	-3	2
COc1ccc(CCn2nc(C)c([N+](=O)[O-])c2C)cc1	0	-0.3	3.4	8.8	4.2*	2.3	-0.5	-3	1.4	1	3
CC1(C)CC(=O)C(CC2C(=O)CC(C)(C)CC2=O)C(=O)C1	-2	-0.6	2.9	-0.6	-0.3	3.3	-1.7	1	-1.9	4	-2
Cc1ccsc1-c1n[nH]c(=S)n1C1CCCCC1	0	-1.8	4.9	0.3	-0.1	-1.6	-0.9	3	1.8	0	-3
O=C(O)C1CCCCC1C(=O)Nc1ccc(S(=O)(=O)N2CCOCC2)cc1 (stereo not given)	2	-5.7	2.7	-1.8	-1.2	-1.6	-0.5	5	-0.5	-4	-2
Fc1ccc(-c2nc3ccc(Cl)cn3c2Cc2ccccc2C(F)(F)F)cc1	-8	-0.1	·	1.8	0.7	-0.3	-0.1	-22	·	6	-2
CCN(CC(=O)Nc1ccccc1C(F)(F)F)C(=O)c1ccc(N2C(=O)CCC2=O)cc1	-3	-0.3	0.1	0.0	0.5	1.2	-1.3	-10	0.0	1	-4
O=C1NC(=S)N/C1=C\C=C\c1ccccc1	-1	-5.3	2.4	6.7	0.2	1.9	-0.7	-3	·	0	5
Cc1ccc2c(c1)N(CCC(=O)NCc1ccccn1)C(=O)CO2	-6	1.7	2.1	0.5	0.0	-0.4	-1.3	-4	0.0	4	-2
N#Cc1c2c(c(NCCCN3CCOCC3)n3c1nc1ccccc13)CCC2	-54	-4.8	0.9	2.0	-1.3	-1.3	-1.4	-222	0.2	-7	-1
CC(C)C(C)NC(=O)CN1C(=O)NC2(CCc3ccccc32)C1=O (stereo not given)	-1	-0.9	-1.0	-4.1	-0.1	0.9	-1.5	-1	-0.9	4	0
Cc1cnc2nc(-c3ccccc3)ccc2c1	-2	0.0	·	17*	8.2*	6.8*	1.0*	-10	·	-1	6
CN1CC(=O)N(CC(=O)Nc2ccc(N3CCOCC3)cc2)C1=O	-2	-0.7	1.3	0.6	-3.3	2.3	-1.5	-7	0.2	-2	2
Cc1ccc(S(=O)(=O)N2CCN(C(=O)Cn3nc(C(=O)O)c4ccccc4c3=O)CC2)cc1	0	-1.6	·	2.8	0.6	-0.8	-1.4	3	·	-5	-3
COc1ccc(NCN2C(=O)CCC2=O)cc1	-1	0.4	0.1	1.0	-0.4	-0.9	-1.0	-2	0.5	-3	2
CC(C)(C)c1ccc(C(=O)Nc2c3c(nn2C(C)(C)C)CS(=O)(=O)C3)cc1	0	-0.9	2.0	0.1	0.1	1.4	-1.2	3	1.2	3	6
COc1cc2nc(CN3CCN(C(C)=O)CC3)[nH]c(=O)c2cc1OC	-3	-3.5	-0.9	-1.4	0.4	-1.4	-1.2	-6	0.4	5	-6
CCC(C(=O)Nc1ccccc1N1CCCC1)c1cccc(C)c1 (stereo not given)	1	·	·	2.5	-0.8	0.6	-1.1	6	·	-10	-3
CN(CC(=O)Nc1cccc(F)c1)C(=O)CN1c2cccc3cccc(c23)S1(=O)=O	-60	-1.2	-0.8	-1.7	-1.2	0.1	-0.3	-214	0.2	0	-4
CCO[C@H]1OC(C(=O)N2CCN(C)CC2)=C[C@@H](C2CC2)[C@@H]1CCCO	2	0.6	1.7	-1.7	0.1	-0.9	-1.0	3	2.1	1	0
CC1(C)CC(=O)C=C(NCc2ccco2)C1	0	-0.9	2.2	0.3	0.2	-1.3	-1.1	-1	0.1	1	-1
Cc1csc2c(=O)sc(NC(=O)c3ccco3)nc12	1	37*	1.4	-0.7	-0.1	-0.3	-0.8	-3	1.9	-1	1
CCc1nc(NCCO)c(C#N)c2c1CSC(C)(C)C2	-47	-1.6	1.5	0.7	-0.3	-1.6	-1.2	-101	-1.1	-1	4
COc1ccccc1NC(=O)Nc1nnc(Cc2ccccc2F)s1	-1	0.2	1.7	3.3	-0.1	1.0	-1.1	5	0.6	2	3
COc1ccc(/C=C/C(=O)NCC2COc3ccccc3O2)c(OC)c1 (stereo not given)	-1	-0.3	2.8	0.9	0.7	0.3	-0.6	10	-0.5	2	0
Cc1cc(C)cc(N(CC(=O)NC2CCCCCC2)S(=O)(=O)c2c(C)[nH]c(=O)[nH]c2=O)c1	-1	-0.6	2.5	-1.1	-0.2	-1.7	-1.9	4	2.8	0	-2
COCCN(C(=O)CSc1ncn[nH]1)c1c(N)n(Cc2ccccc2)c(=O)[nH]c1=O	-2	1.6	0.4	-0.5	0.3	0.0	-1.1	-6	1.2	-2	5
OCC[C@@H]1C[C@H](O)[C@@H](O)[C@]2(Cc3ccccc3CCO2)O1	-6	0.2	-0.8	0.0	0.0	1.6	-1.2	0	1.1	-1	0
C=CCOc1c(Br)cc(CNn2c(C)n[nH]c2=S)cc1OC	5	-0.5	2.4	-2.1	-0.1	-2.4	-1.5	19	-0.4	-7	-1
O=C(CSC1=NCCS1)Nc1ccc(F)cc1	1	-2.3	-0.6	0.6	-0.6	-1.5	-1.6	-2	·	-3	-2
Cc1ccccc1OCC(=O)OCC(=O)c1ccc(OC(=O)c2ccccc2)cc1	-3	1.9	0.5	1.8	-0.5	-0.8	-0.8	-5	-0.4	-3	0
COC(=O)C1=C(C)N(Cc2cccc(C(F)(F)F)c2)C(=NCc2cc(OC)c(OC)c(OC)c2)NC1c1ccccc1 (stereo not given)	2	-1.0	·	-0.6	0.3	-0.5	-0.4	4	·	-20	1
COC(=O)c1cc(C)nc(Nc2nc(C(N)Cc3ccc(F)cc3)cs2)n1 (stereo not given)	2	-1.8	0.5	0.5	2.1	0.5	-0.3	11	·	-6	-4
CN(C)Cc1c(O)ccc2ccccc12	-2	-0.4	0.3	1.8	0.2	2.4	-0.7	-1	3.3	1	0
CSC1=NCCN1C(=O)c1c(-c2c(F)cccc2Cl)noc1C	-6	0.4	-0.3	0.3	-0.3	-1.5	-1.1	-10	2.3	5	-4
Cc1ccc(SCCC(=O)N2CCN(S(=O)(=O)c3ccccc3)CC2)cc1	2	-0.5	1.0	3.1	0.1	-1.5	-1.6	-9	-0.8	-3	-2
CC(=O)Nc1ccc(NS(=O)(=O)c2ccc(CN3C(=O)c4cccnc4C3=O)cc2)cc1	-2	-2.4	-2.1	-0.1	-0.2	-1.5	-1.1	1	-0.4	4	-3
O=S(=O)(c1ccccc1)N1CCN(C(=S)NC2CCCC2)CC1	-5	0.4	1.4	-0.4	-0.4	-1.6	-0.7	0	-0.4	0	-1
CC1CCc2c(ccc3ccccc23)C1=O (stereo not given)	-8	0.9	2.1	1.2	-0.3	-0.7	-1.1	-44	-1.4	0	-1
O=C1/C(=C\c2cccnc2)SC(=S)N1c1ccc(F)cc1	-2	-0.3	1.4	2.4	-0.5	-0.6	-0.3	0	1.5	-3	0
CC(C)CN(C(=O)/C=C/c1nc2ccccc2s1)C1CCS(=O)(=O)C1 (stereo not given)	-40	-3.3	-0.2	-2.0	-0.8	3.5	-0.1	-103	-0.7	-2	-1
O=C(CSc1nnc(CNc2ccc(F)cc2)n1Cc1ccco1)N1CCOCC1	-4	1.1	-1.3	-0.6	0.1	-0.9	-1.2	-7	2.4	-1	-2
CCOCc1c(C(=O)N2CCN(Cc3ccc(Br)s3)CC2)oc2ccccc12	-2	0.9	2.1	5.9	0.0	1.9	-0.8	-4	0.2	-2	-4
CCN(CC)c1ccc(S(=O)(=O)N2CCOCC2)cc1NC(=O)COC(=O)/C=C/c1ccc(C)o1	1	-2.9	0.0	2.7	0.6	-1.4	-0.9	-15	-0.8	-4	2
Cc1c(C)[n+](=O)c2c(n1[O-])C(Br)CCC2Br (stereo not given)	0	-2.4	1.7	0.0	0.0	0.1	-0.8	-2	2.0	2	0
COc1ccc(N2CCN(Cc3oc(CO)cc(=O)c3O)CC2)cc1	-4	-0.9	0.4	-1.0	0.0	-1.0	-0.9	-13	0.0	-4	-3
